# FUS yeast rescue = FUS proteinopathy suppression in yeast. S. cerevisiae FUS-expressing, growth rescue, OD600, 24 h. Potency, µM (titrated, usually from 76.6 µM), without a hit: top-dose growth rescue (activation), hits mostly activators. 390,000 tested, 0.24% active. AID 1347120;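 note: plate controls were DMSO vehicle for no effect and reference control for full effect; nearly all actives have a fitted effect of over 55% in size; some results filed as inactive show a strong effect at the top dose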
#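 Quantitative HTS measuring growth restoration of FUS-toxic yeast. Galactose-induced cells (OD 0.005) were exposed 24hr at 30C to compounds at several concentrations, then absorbance at 600 nm was recorded.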
# EPAC2 antag = antagonists of human EPAC2 | Q8WZA2 | EPAC2 GEF exchange of Rap1B-BODIPY-GDP, fluorescence | Potency, µM (doses to about 114 µM), for the others: at the highest dose activity, negative = inhibition, actives largely listed as inhibitors | 360,000 tested, 0.18% active; note: % is set by controls: 0 for no effect and ±100 for the full control effect; nearly all actives have a fitted effect of over 45% in size; many of its hits are not listed in these tables
# Target sequence (Q8WZA2 whole entry, looked up): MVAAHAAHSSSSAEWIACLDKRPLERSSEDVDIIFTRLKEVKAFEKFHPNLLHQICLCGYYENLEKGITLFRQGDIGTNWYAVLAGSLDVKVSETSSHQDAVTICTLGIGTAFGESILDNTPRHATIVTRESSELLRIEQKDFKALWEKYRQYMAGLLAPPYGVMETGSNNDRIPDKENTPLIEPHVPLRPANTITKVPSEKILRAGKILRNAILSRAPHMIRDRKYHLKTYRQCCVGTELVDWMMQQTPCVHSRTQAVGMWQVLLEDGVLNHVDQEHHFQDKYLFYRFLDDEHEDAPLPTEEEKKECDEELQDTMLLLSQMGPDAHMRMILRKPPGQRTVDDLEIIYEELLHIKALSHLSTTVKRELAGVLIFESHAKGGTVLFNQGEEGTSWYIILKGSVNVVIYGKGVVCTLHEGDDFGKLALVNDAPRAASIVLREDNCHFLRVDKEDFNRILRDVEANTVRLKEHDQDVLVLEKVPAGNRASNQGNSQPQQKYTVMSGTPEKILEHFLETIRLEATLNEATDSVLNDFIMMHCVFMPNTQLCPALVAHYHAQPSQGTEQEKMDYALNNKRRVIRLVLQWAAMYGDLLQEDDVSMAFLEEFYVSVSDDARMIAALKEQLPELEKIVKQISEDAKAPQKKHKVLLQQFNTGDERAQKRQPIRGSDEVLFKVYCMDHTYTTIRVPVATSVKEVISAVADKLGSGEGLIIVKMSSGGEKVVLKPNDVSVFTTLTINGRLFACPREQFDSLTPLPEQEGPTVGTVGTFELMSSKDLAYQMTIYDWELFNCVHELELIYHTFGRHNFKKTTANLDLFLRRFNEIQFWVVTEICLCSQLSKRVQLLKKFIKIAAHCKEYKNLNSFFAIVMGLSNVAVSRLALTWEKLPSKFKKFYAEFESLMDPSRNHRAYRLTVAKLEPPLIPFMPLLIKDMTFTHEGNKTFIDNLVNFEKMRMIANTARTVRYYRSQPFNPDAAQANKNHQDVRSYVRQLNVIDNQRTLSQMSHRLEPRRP
# EPAC2 ag = activates human EPAC2 exchange factor | 360,000 tested, 0.079% active | EPAC2 activation, biochemical qHTS; response scale: 100% = 6.5 mM cAMP response | Q8WZA2 | Potency, µM (series often up to 154 µM), for inactives: at the highest dose activation, actives largely listed as activators; note: nearly all actives have a fitted effect of over 50% in size
#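 Setup: EPAC2 100 nM, labeled Rap1B complex 250 nM, free GDP 50 uM. Compound titrations pinned in, brief spin, 5 min room temperature incubation. Kinetic fluorescence read over 30 min, normalized to 6.5 mM cAMP.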
# EPAC1 antag = EPAC1 (human) antagonism | Potency, µM (doses to about 115 µM), for the others: top-dose activity change, negative = inhibition, hits mostly inhibitors | O95398 | 360,000 tested, 0.14% active | EPAC1 GEF assay, Rap1b-BODIPY-GDP exchange fluorescence;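 note: plate controls were vehicle for no effect and positive control for full effect; nearly all actives have a fitted effect of over 50% in size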
# TDP-43 yeast inh = inhibitors of TDP-43 toxicity in yeast; TDP-43 expressing yeast growth rescue, BacTiter-Glo, 24 h; AID 652104; Potency, µM (highest dose often 46.1 µM), without a hit: top-dose growth rescue (activation), most hits filed as activators; 410,000 tested, 1.8% active; note: % of control where 0% means no effect; nearly all actives have a fitted effect of over 50% in size
#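 In this qHTS, compounds that restore growth of yeast expressing TDP-43 appear as activators. Cells (OD600=0.02, galactose medium, raffinose-pregrown) are incubated with compound 24 hr at 30 deg C and growth is quantified by BacTiter-Glo.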
# EPAC1 ag = EPAC1 (human) agonism. O95398. EPAC1 agonist qHTS, biochemical assay; response scale: 100% = response to 6.5 mM cAMP. Potency, µM (top dose mostly 154 µM), for inactives: top-dose activation, hits mostly activators. 360,000 tested, 0.073% active; note: nearly all actives have a fitted effect of over 60% in size
#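 Normalized to 6.5 mM cAMP, activity reflects EPAC1-catalysed release of BODIPY-GDP from Rap1B, followed kinetically over 30 min at 480 nm excitation, 540 nm emission. Reaction contained 100 nM EPAC1, 250 nM Rap1B-BODIPY-GDP, 50 uM GDP.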
# PTHR1 ag = PTHR1 (human) receptor agonism. Potency, µM (top dose mostly 115 µM), for inactives: top-dose activation, actives largely listed as activators. Q03431. HEK293 GP2 PTHR1 cells, GloSensor cAMP luminescence, 1 h. 410,000 tested, 0.075% active. AID 743266; note: nearly all actives have a fitted effect of over 55% in size; some results filed as inactive show a strong effect at the top dose; inactives centre near -15; many of its hits are not listed in these tables
#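 HEK-293-derived GP2 cells expressing PTHR1 and a GloSensor cAMP reporter, 3,000/well, plated overnight, given luciferin plus IBMX (each 0.5 mM as added) for 1 h at 37 °C, then compound for 1 h at 37 °C. Luminescence was read after 15 min at room temperature.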
# aSyn rescue = rescues yeast growth from alpha-synuclein toxicity; Yeast expressing alpha-synuclein, growth rescue, BacTiter-Glo, 24 h; 370,000 tested, 0.14% active; Potency, µM (titrated, usually from 46.1 µM), inactives show top-dose growth rescue (activation), hits mostly activators; AID 652106; note: % of control where 0% means no effect; nearly all actives have a fitted effect of over 65% in size
#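 Galactose-induced alpha-syn yeast (OD600=0.02, raffinose-pregrown) + pinned cpd, 24 hr, 30 deg C; growth by BacTiter-Glo luminescence. Growth restoration scores as activation.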
# An asterisk follows results filed as active; i = inactive; ? = inconclusive; . = not tested or not shown; & = joins results of further samples; [ ] = remark or other dose. Calls come from the whole dose curve; as a rule, active = well fitted curve in the direction sought with a large enough effect; inconclusive = small, poorly fitted or top-dose-only effect, or another doubt; inactive = no such curve, though single readings can be large; an effect the other way counts as inactive or inconclusive. Potency is the fitted concentration of half-maximal effect. This is a subset; rates above refer to the full screens.
SMILES,FUS yeast rescue,EPAC2 antag,EPAC2 ag,EPAC1 antag,TDP-43 yeast inh,EPAC1 ag,PTHR1 ag,aSyn rescue
Cc1ccc(CNC(=O)CCNC(=O)N2CCn3c2nc2ccccc23)cc1,-18.9%,8.6%,13.0%,-20.1%,7.7%,-3.3%,i,0.0%
Cc1cc(C(=O)Nc2ccc(N3CCCC3)c(Cl)c2)ccc1[N+](=O)[O-],3.1%,0.8%,18.9%,4.4%,-2.6%,3.5%,-20.5%,-1.2%
CC(C)c1nnc(SCC(=O)N2CCc3ccccc32)n1C,26.3%,-0.2%,6.3%,-1.3%,18.9%,0.8%,-13.5%[57.5 µM],1.6%
Fc1ccccc1/C=N/n1cc(-c2ccccc2)[nH]c1=S,13.7%,-9.8%,9.4%,-11.5%,20.8%,12.0%,-12.8%,-0.7%
Cc1noc(C)c1-c1ccc(C(=O)NCC(C)C)c2occc12,15.3%,4.2%,5.3%,-9.0%,0.0%,-11.0%,-14.2%,0.1%
COc1ccc(C(=O)N/N=C/c2cc3ccccc3[nH]c2=O)cc1,-5.0%,-1.0%,7.3%,-6.2%,-11.5%,6.7%,i,1.4%
CCc1ccc(Nc2nnc(SCc3cc(=O)n4ccsc4n3)s2)cc1,27.4%,-8.2%,12.6%,-20.2%,13.2%,5.7%,i,-4.2%
Cc1ccc(OCCNC(=O)c2ccc(NC(=O)CC3SC(N4CCCC4)=NC3=O)cc2)cc1 (centres undefined),42.3%,3.0%,-3.9%,-25.6%,-9.6%,-1.5%,-8.6%,-4.2%
Cc1ccc(S(=O)(=O)N2CCOC2CNC(=O)C(=O)NCCCN2CCOCC2)cc1 (centres undefined),-6.6%,-6.3%,6.3%,-23.1%,11.0%,10.5%,?,-6.9%
CCCNC(=O)N(C)C[C@@H]1Oc2cc(C#C[C@H](C)O)ccc2S(=O)(=O)N([C@H](C)CO)C[C@H]1C,-14.7%,-2.6%,6.7%,-10.6%,5.7%,13.7%,-23.4%,5.01µM*
O=C(c1ccccc1)C(O)c1ccccc1 (centres undefined),-35.5%,-24.2%,9.6%,5.0%,?,1.0%,-20.9%,1.2%
Cc1cc(Cl)n2c(nc3ccccc32)c1C#N,-2.1%,-4.4%,-1.5%,?,3.16µM*,3.7%,-38.1%[inhibitor],-70.7%[inhibitor]
COC(=O)C1=C(N)Oc2cc(N(C)C)ccc2C1c1ccccc1OC (centres undefined),16.3%,-12.9%,18.1%,-18.1%,-13.7%,16.8%,i,-11.8%
COC(=O)c1cc(Cl)c(NC(=O)c2ccco2)cc1OC,0.0%,-0.1%,-7.0%,-4.3%,1.0%,0.0%,-8.9%,4.1%
Nc1cc2c(cc1O)CCCC2,13.0%,3.4%,5.2%,6.1%,-3.7%,1.3%,-9.1%,6.9%
Cc1occc1C(=O)Nc1cccc([N+](=O)[O-])c1C,-12.9%,-1.2%,5.0%,10.5%,14.0%,5.9%,-0.7%,-8.8%
CSc1ncnc2c1ncn2CCCN1CCN(C(=O)C2CC2)CC1,-8.3%,1.2%,2.0%,7.2%,?,-1.4%,i,-0.5%
CCc1nnc(NC(=O)CN2CC(C)OC(C)C2)s1 (centres undefined),-14.2%,2.7%,-2.5%,-0.2%,-7.3%,0.1%,-8.9%,-3.5%
CC(C)(C)c1cc(CN2CCN(CCC#N)CC2)cc(C(C)(C)C)c1O,-15.8%,4.9%[57.1 µM],-10.1%,4.7%,3.0%,-9.9%,i,-15.2%
Cc1cc(NC(=O)CSc2nnc(-c3ccoc3C)o2)no1,-0.2%,8.7%,6.1%,11.9%,-8.7%,1.9%,-8.8%[57.5 µM],-6.3%
CC(=O)c1c(N2CCN(C)CC2)nc(=S)n(Cc2ccccc2)c1C,.,4.3%,4.6%,-5.6%,14.9%,-6.0%,-0.5%,-0.6%
CCOc1ccc(N(CC(=O)NCc2ccc3c(c2)OCO3)C(=O)c2csnn2)cc1,14.3%,-0.2%,12.6%,20.7%,-16.5%,6.6%,-3.2%,3.4%
COc1ccc(C)cc1NC(=O)c1sc2ncn(CC(=O)N3CCCCC3)c(=O)c2c1C,-5.9%,4.1%,-5.6%,9.1%,2.3%,-6.5%,-0.2%,2.3%
CC(C)n1c(CN2CCN(C(=O)c3ccco3)CC2)nc2c1c(=O)n(C)c(=O)n2C,4.3%,-12.3%,7.4%,17.2%,15.1%,10.1%,i,-7.9%
O=C(O)CC/C(=N\Nc1ccc(Cl)cc1)c1cccs1,28.2%,-11.1%,12.1%,-15.8%,?,14.5%,i,3.8%

# (cont.)
SMILES,FUS yeast rescue,EPAC2 antag,EPAC2 ag,EPAC1 antag,TDP-43 yeast inh,EPAC1 ag,PTHR1 ag,aSyn rescue
COCCC(=O)N1CCC(Oc2ccc(C(=O)NCc3ncc(C)[nH]3)cc2)CC1,-5.1%,-5.0%,-1.8%,-4.5%,14.9%,-23.3%,-18.0%,3.2%
Cc1ccc(S(=O)(=O)N2CCN(C(=O)COC(=O)C3CC3C)CC2)c(C)c1 (centres undefined),7.9%,0.7%,0.4%,9.1%,18.1%,5.2%,-11.2%,-0.3%[1.84 µM]
CN1CCN(C(=O)c2cc(-c3ccccc3)on2)CC1,-0.1%,1.3%,7.1%,11.6%,-16.3%,11.5%,-13.4%[57.5 µM],-0.2%
Cc1ccc(OCC(=O)NCCCNC(=O)COc2ccc(C)cc2)cc1,5.3%,-0.4%,12.8%,-7.3%,7.9%,-8.4%,i,0.8%
CCOc1cc(-c2c(C#N)c(N)nc3c2CCc2ccccc2-3)ccc1O,-10.6%,0.0%,8.4%,-12.4%,27.8%,3.0%,-16.3%,14.2%
CCOC(=O)c1sc2nc(CN3CCCCC3)nc(Cl)c2c1C,-10.8%,0.4%,11.4%,?,-3.2%,0.5%,i,0.6%
Cc1nnc(SCCn2c(N(C)Cc3ccccc3)nc3c2c(=O)n(C)c(=O)n3C)s1,0.8%,2.8%,1.8%,17.2%,-13.9%,0.5%,i,2.2%
Cc1nnc(SCC(=O)N/N=C/c2ccc(-c3ccc(C)c(Cl)c3)o2)s1,5.7%,0.8%,16.9%,-20.5%,14.2%,11.1%,-16.6%,0.7%
COc1cccc(C(=O)C2CCCN(C(=O)c3ccccn3)C2)c1 (centres undefined),1.4%,-2.0%,12.0%,7.2%,4.3%,16.2%,i,-0.6%
COc1cc(C)ccc1OCCOc1c(Cl)cc(Cl)cc1Cl,-27.6%,-10.0%,8.8%,-1.3%,25.1%,4.3%,-13.8%,-10.0%
CN(C)c1ccc(Nc2c3c4c(cccc4n(C)c2=O)C(=O)c2ccccc2-3)cc1,-29.6%,-9.2%,-1.5%,-6.8%,4.5%,8.9%,i,1.3%
COCCNc1nc2c(c(=O)n(Cc3cccc(Cl)c3)c(=O)n2C)n1C,-8.5%&-9.3%,5.9%,-0.9%,25.8%,13.5%&0.0%,-5.8%,-23.3%,8.1%
CCOC(=O)N1CCN(C(=O)COC(=O)c2cccc(S(C)(=O)=O)c2)CC1,-4.8%,-10.2%,-8.3%,-0.2%,-19.8%,1.5%,i,2.8%
O=C(NCC(c1ccco1)N1CCOCC1)c1cccc(Cl)c1 (centres undefined),-8.1%,8.7%,0.9%,-4.8%,-9.4%,-3.7%,-5.5%,-5.8%
C(=N\n1cnc2ccccc21)/c1cccnc1,21.4%,-2.3%,6.3%,-2.3%,22.7%,3.9%,i,-4.2%
O=C(Nc1ccccc1)Nc1ccc(O)c2ccccc12,48.7%,0.5%,14.7%,-22.2%,-16.5%,5.5%,-17.7%,-13.2%
COc1cccc(Nc2nc(NCCO)c3ccccc3n2)c1,1.3%,-2.8%,0.6%,3.4%,-2.3%,0.3%,-32.8%[inhibitor][57.5 µM],-9.0%
CCn1c2ccccc2c2nnc(SCC(N)=O)nc21,5.2%,7.8%,4.5%,19.8%,-11.8%,1.2%,-16.6%[57.5 µM],-5.3%
CCN1CCN(C(=S)NCC2CCCO2)CC1 (centres undefined),-22.4%,7.7%,6.0%,-18.8%,-15.1%,1.4%,-22.4%,-12.8%
CCN(CC(=O)NCc1ccc(Cl)cc1)C(=O)/C=C/c1cc(OC)c(OC)c(OC)c1,8.7%,-2.3%,5.5%,-2.4%,-2.8%,3.1%,i,3.6%
COc1ccccc1N(CC(=O)N/N=C(\C)c1cccc(Br)c1)S(C)(=O)=O,.,0.0%,6.1%,-10.9%,12.5%,-3.5%,i,-3.6%
COc1ccc(C2=NN(C(=O)c3cccs3)C(c3ccccc3OC)C2)cc1OC (centres undefined),-2.7%,-7.3%,5.8%,-20.9%,0.9%,12.1%,-12.7%,11.4%
CCOC(=O)C1(C)CCCN1C(=O)c1c(F)cccc1F (centres undefined),-23.9%,-12.8%,-7.2%,9.4%,20.6%,-1.0%,-20.8%,2.0%
COc1cc(NC(=O)CSCc2ccc(Cl)cc2Cl)c(C(=O)O)cc1OC,12.0%,10.4%,8.9%,-20.4%,-0.4%,9.7%,-19.4%,-4.1%
N#CCNC(=O)c1cccn1-c1ncc(C(F)(F)F)cc1Cl,-9.3%,-2.3%,4.5%,1.8%,12.1%,11.2%,-23.2%,-1.1%
Cc1sc2ncnc(Nc3ccc(O)cc3)c2c1C,22.5%,3.1%,11.1%,14.4%,-25.6%,2.6%,-9.0%,1.3%
COc1cc(O)c(C(CC(=O)N2CCOCC2)c2ccc(N(C)C)cc2)c(OC)c1 (centres undefined),-16.9%,-7.2%,6.8%,-13.7%,10.3%,-0.9%,i,4.5%
CN(C1CCCCC1)S(=O)(=O)c1ccc(-c2ccccn2)s1,9.8%,-26.1%,8.4%,4.4%,21.1%,7.5%,i,0.1%
CNC(=O)[C@@H]1CCC(=O)N1,-15.8%,24.9%,-1.2%,2.6%,-0.2%,7.3%,-23.9%,-0.4%

# Pulled by compound from the list above (4):
SMILES,FUS yeast rescue,EPAC2 antag,EPAC2 ag,EPAC1 antag,TDP-43 yeast inh,EPAC1 ag,PTHR1 ag,aSyn rescue
COc1cc(NC(=O)CSCc2ccc(Cl)cc2Cl)c(C(=O)O)cc1OC,12.0%,10.4%,8.9%,-20.4%,-0.4%,9.7%,-19.4%,-4.1%
CCCNC(=O)N(C)C[C@@H]1Oc2cc(C#C[C@H](C)O)ccc2S(=O)(=O)N([C@H](C)CO)C[C@H]1C,-14.7%,-2.6%,6.7%,-10.6%,5.7%,13.7%,-23.4%,5.01µM*
C(=N\n1cnc2ccccc21)/c1cccnc1,21.4%,-2.3%,6.3%,-2.3%,22.7%,3.9%,i,-4.2%
Cc1ccc(S(=O)(=O)N2CCOC2CNC(=O)C(=O)NCCCN2CCOCC2)cc1 (centres undefined),-6.6%,-6.3%,6.3%,-23.1%,11.0%,10.5%,?,-6.9%

# Compound activity (PubChem BioAssay)
